Screens (PubChem)
SW480 rereplic = DNA re-replication induction in SW480 cells; actives 1.8% (n = 340,000); SW480 DNA re-replication, Hoechst DNA content imaging, 48 h; AID 624297; Potency, µM (doses to about 46.1 µM), for inactives: at the highest dose re-replication activation, hits mostly activators; also: potency is read from the fitted curve at half-maximal effect; % of control where 0% means no effect; nearly all actives have a fitted effect of over 55% in size
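Readout is total intensity of Hoechst-stained nuclei, excited at 405 nm and collected at 500-530 nm. Compound treatment lasted 48 hr at 37 C in 5% CO2 before staining.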
IL-1B inflam inh = inflammasome signaling inhibition, IL-1 beta readout; THP-1 LPS/ATP IL-1B secretion, AlphaLISA, 16 h; active compounds read low; activity change, % at 57.5 µM; actives 4.7% (n = 360,000); AID 743279; in the data active = activity change below about -50%; inconclusive = mostly about -30% to -49%; also: % is scaled to controls: 0 for no effect and ±100 for the full control effect
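Secreted IL-1B measured by AlphaLISA bead assay after 16 h compound exposure of THP-1 cells; compounds (final up to 57.5 uM) added 1 h before LPS (250 ng/mL) and ATP (1.25 mM) stimulation; lower signal means less secretion.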
GLP-1R agonist = activates the human GLP-1 receptor. P43220. HEK293 GLP-1R CRE-luciferase, luminescence, 4-6 h; cells express a hypersensitive GLP-1R form. Potency, µM (highest dose often 45.6 µM), for inactives: at the highest dose activation, actives largely listed as activators. actives 0.007% (n = 380,000). AID 624172; also: potency is read from the fitted curve at half-maximal effect; % of control where 0% means no effect
Target sequence (P43220 whole entry, looked up): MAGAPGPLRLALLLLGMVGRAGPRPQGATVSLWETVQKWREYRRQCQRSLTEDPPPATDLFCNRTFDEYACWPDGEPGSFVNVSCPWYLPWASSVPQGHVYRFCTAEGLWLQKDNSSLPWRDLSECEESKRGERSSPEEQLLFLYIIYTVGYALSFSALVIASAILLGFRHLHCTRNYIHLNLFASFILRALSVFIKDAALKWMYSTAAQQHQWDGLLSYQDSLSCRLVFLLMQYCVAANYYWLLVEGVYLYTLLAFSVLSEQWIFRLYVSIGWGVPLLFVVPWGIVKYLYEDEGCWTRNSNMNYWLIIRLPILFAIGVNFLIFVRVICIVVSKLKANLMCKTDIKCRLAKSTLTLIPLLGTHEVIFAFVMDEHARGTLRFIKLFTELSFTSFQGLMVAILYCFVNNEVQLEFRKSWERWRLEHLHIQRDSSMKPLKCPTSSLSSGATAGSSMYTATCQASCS
KB-3-1 cytotox = kills parental KB-3-1 adenocarcinoma cells; KB-3-1 viability, CellTiter-Glo ATP luminescence, 72 h; Potency, µM (top dose mostly 46.1 µM), for inactives: at the top dose activity change, negative = cytotoxic, usual class: cytotoxic; actives 1.4% (n = 400,000); AID 1347075; also: potency is read from the fitted curve at half-maximal effect; % is scaled to controls: 0 for no effect and ±100 for the full control effect; nearly all actives have a fitted effect of over 60% in size
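Cytotoxicity measured as CellTiter-Glo luminescence after 72 h at 37 C. Compound titrations were pinned onto drug-naive KB-3-1 parental adenocarcinoma cells grown in DMEM with 10% FBS, and normalized data fitted to concentration-response curves.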
D3 ag = agonists of human D3 dopamine receptor; P35462; D3R DiscoveRx beta-arrestin cells, luminescence, 90 min; max activation, %; actives 0.58% (n = 410,000); in the data active = max activation above about 30%; also: 0% is about no effect; mostly tested at two doses, the higher about 12 µM
Target sequence (P35462 whole entry, looked up): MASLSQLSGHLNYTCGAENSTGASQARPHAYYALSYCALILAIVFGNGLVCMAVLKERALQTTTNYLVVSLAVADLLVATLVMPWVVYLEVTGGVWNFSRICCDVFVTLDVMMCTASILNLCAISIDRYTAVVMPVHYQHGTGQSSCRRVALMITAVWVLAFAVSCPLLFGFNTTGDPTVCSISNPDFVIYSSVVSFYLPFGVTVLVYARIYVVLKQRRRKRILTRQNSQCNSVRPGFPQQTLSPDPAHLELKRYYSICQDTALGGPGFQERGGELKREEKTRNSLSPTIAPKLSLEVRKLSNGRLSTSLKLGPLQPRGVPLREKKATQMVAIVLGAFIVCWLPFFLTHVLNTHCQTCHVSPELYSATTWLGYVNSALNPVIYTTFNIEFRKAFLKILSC
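Cells at 1500/well, incubated overnight, then treated with pinned compounds (dopamine as control) for 90 min at 37 degrees C. DiscoveRx reagent added for 30 - 60 minutes at room temperature; luminescence read.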
HT1080 IDH1KD tx = toxicity to HT-1080 IDH1 knockdown cells (counter line); HT-1080 IDH1 knockdown viability, ATP luminescence, 48 h; Potency, µM (top dose mostly 46.1 µM), for the others: at the top dose activity, negative = toxicity, most hits filed as cytotoxic; actives 2% (n = 360,000); AID 686971;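 also: potency is read from the fitted curve at half-maximal effect; 0% = DMSO wells and -100% = cell-free medium wells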
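Assay cells: HT-1080 with IDH1 knockdown, 750 per well, RPMI/5% FBS. Exposure: 48 h at 37 °C following 2 h pre-incubation. Read: CellTiter-Glo luminescence; fitted concentration-response, curve class assigned.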
DRD3 antagonist = blocks the human D3 dopamine receptor; D3R cells, DiscoveRx beta-arrestin luminescence, antagonist mode; active compounds read low; max response, negative = inhibition, %; actives 2.5% (n = 360,000); in the data active = max response below about -50%; inconclusive = no clear call, values can overlap the other calls; also: % is scaled to controls: 0 for no effect and ±100 for the full control effect; mostly tested at two doses, the higher about 12 µM
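Cells expressing the human receptor were seeded at 1500 cells/well, incubated overnight at 37 degrees C in 5% CO2, then exposed to library compounds with dopamine controls for 90 minutes at 37 degrees C before luminescent detection.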
HT1080-NT tox = kills 2HG-producing HT-1080-NT fibrosarcoma cells | HT-1080-NT fibrosarcoma viability, CellTiter-Glo ATP luminescence, 48 h | Potency, µM (series often up to 46.1 µM), for the others: top-dose activity, negative = less viability, usual class: cytotoxic | actives 1.6% (n = 360,000) | AID 686970;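 also: NT is the 2HG producing partner of a matched IDH1 knockdown line; potency is read from the fitted curve at half-maximal effect; 0% = DMSO-treated cells and -100% = media-only wells without cells; nearly all actives have a fitted effect of over 55% in size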
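Luminescent CellTiter-Glo readout after 48 hours of compound exposure at 37 degrees C defined viability of HT-1080-NT cells. Activity was normalized to DMSO wells and cell-free media wells; concentration-response curves were fitted and assigned curve classes.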
KB-V1 MDR tox = KB-V1 MDR subline cytotoxicity. AID 1347076. Potency, µM (top dose mostly 46.1 µM), for inactives: top-dose activity change, negative = cytotoxicity, usual class: cytotoxic. KB-V1 MDR cells viability, CellTiter-Glo, 72 h. actives 3.4% (n = 400,000); also: potency is read from the fitted curve at half-maximal effect; % is scaled to controls: 0 for no effect and ±100 for the full control effect; nearly all actives have a fitted effect of over 60% in size
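KB-V1 cells (P-gp-expressing MDR subline of KB-3-1) in phenol-red-free DMEM with 10% FBS were exposed to library compounds over a concentration series for 72 h at 37 degrees C. Viability read by CellTiter-Glo luminescence; concentration-effect curves fitted after normalization.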
* = called active by the depositor; u = inconclusive; x = not tested or not shown; [ ] = dose if it differs, or a comment. Unless noted, calls follow the shape of the dose curve; as a rule, active = well fitted curve in the direction sought with a large enough effect; inconclusive = small, poorly fitted or top-dose-only effect, or another doubt; inactive = no such curve, though single readings can be large; an effect the other way counts as inactive or inconclusive.

#	SMILES	SW480 rereplic	IL-1B inflam inh	GLP-1R agonist	KB-3-1 cytotox	D3 ag
1	CC(=O)NC1(C(F)(F)F)C(=O)NC(C)=C1C#N (centres undefined)	1%	-14	5%	-6%	2
2	Cc1ccccc1-n1c(O)c(/C=C/C=Nc2ccccc2)c(=O)[nH]c1=O	-9%	12	-12%	1%	2
3	CCN(C(=O)CSc1cc(C)c2ccc(OC)cc2n1)C1CCS(=O)(=O)C1 (centres undefined)	1%	-11	18%	-2%	-2
4	COc1ccc(Cl)c(NCCC(=O)O)c1	-15%	-21	-3%	0%	-5
5	O=C(Nc1ccccc1F)c1ccc2c(c1)OCO2	6%	-8	7%	2%	10
6	O=C(NCCN1C(=O)S/C(=C\c2ccc(Cl)cc2)C1=O)C1=COCCO1	0%	7	-4%	x	-15
7	Cn1nc(Cc2cccc3ccccc23)c(C#N)c1N	-20%[9.22 µM]	x	0%	26%	x
8	COc1ccc(NC(=O)N(C)C[C@H]2Oc3ccc(NC(=O)Cc4ccccc4)cc3C(=O)N([C@H](C)CO)C[C@@H]2C)cc1	-10%	-18	0%	-27%	-11
9	Cc1cc(=O)oc2c(C)c(OCC(=O)N3CCC(C(=O)O)CC3)ccc12	11%	3	-2%	0%	20
10	Cn1c(=O)c2c(nc(CN3CCOCC3)n2CCCc2ccccc2)n(C)c1=O	-5%	-12	1%	-3%	3
11	C=Cn1cc[n+](CC(=O)c2ccc(OC)cc2)c1	-4%	28	-10%	-6%	-10
12	CC(=O)c1cc2c(cc1NC(=O)c1ccc(Cl)cc1)OCCO2	-1%	0	1%	0%	-3

#	HT1080 IDH1KD tx	DRD3 antagonist	HT1080-NT tox	KB-V1 MDR tox
1	2%	-10	-6%	6%
2	1%	-14	-3%	-5%
3	-6%	-4	-12%	-3%
4	0%	27	-3%	4%
5	-21%	7	-25%	-4%
6	0%	-22	-12%	x
7	x	x	x	9%
8	1%	-10	-4%	1%
9	6%	7	12%	14%
10	7%	8	2%	-22%
11	5%	0	8%	u
12	-17%	-12	-1%	-17%

Next part, starting with the last 5 of the part before.
#	SMILES	SW480 rereplic	IL-1B inflam inh	GLP-1R agonist	KB-3-1 cytotox	D3 ag
8	COc1ccc(NC(=O)N(C)C[C@H]2Oc3ccc(NC(=O)Cc4ccccc4)cc3C(=O)N([C@H](C)CO)C[C@@H]2C)cc1	-10%	-18	0%	-27%	-11
9	Cc1cc(=O)oc2c(C)c(OCC(=O)N3CCC(C(=O)O)CC3)ccc12	11%	3	-2%	0%	20
10	Cn1c(=O)c2c(nc(CN3CCOCC3)n2CCCc2ccccc2)n(C)c1=O	-5%	-12	1%	-3%	3
11	C=Cn1cc[n+](CC(=O)c2ccc(OC)cc2)c1	-4%	28	-10%	-6%	-10
12	CC(=O)c1cc2c(cc1NC(=O)c1ccc(Cl)cc1)OCCO2	-1%	0	1%	0%	-3
13	COc1ccc(NC(=O)c2ccc(S(=O)(=O)N3CCCCCC3)cc2)c(OC)c1	u	-11	11%	3%	-6
14	S=c1[nH]nc(C2CC2c2ccc(Cl)cc2)n1-c1ccc(Cl)cc1 (centres undefined)	u	-102*	7%	10%	-4
15	CCn1cc(C(=O)NCCc2ccc(C)cc2)c(=O)c2cc(S(=O)(=O)N3CCc4ccccc4C3)ccc21	x	x	1%	5%	-11
16	O=C(N/C(=C\c1ccc(Cl)cc1)C(=O)N1CCOCC1)c1ccco1	u	-11	8%	-10%	5
17	Cc1cc(C)c(S(=O)(=O)ON2C(=O)c3ccccc3C2=O)cc1C	u	-61*	-2%	-2%	-6
18	O=C(CNS(=O)(=O)c1cccs1)N1CCCC1	0%	0	-11%	8%	3
19	O=c1oc(CCCO)cc2ccccc12	-4%	33	8%	11%	0
20	CS(=O)(=O)N(CC(=O)N1CCOCC1)Cc1ccc(Cl)cc1	-13%	6	2%	-13%	-2
21	CCCN(CC(=O)Nc1ccc(F)c(F)c1F)C(=O)C1=COCCO1	u	-4	2%	-1%	-1
22	CCCCOc1ccc(C(=O)Oc2ccc(C)nc2)cc1	9%	-9	-2%	-1%	-22
23	CNc1nc(NC#N)nc(SC)n1	-1%	15	-1%	0%	3
24	CCOc1ccc(C(C(=O)NCC2CCCO2)N(Cc2cccs2)C(=O)c2snc(C(N)=O)c2N)cc1 (centres undefined)	0%	9	12%	-9%	8

#	HT1080 IDH1KD tx	DRD3 antagonist	HT1080-NT tox	KB-V1 MDR tox
8	1%	-10	-4%	1%
9	6%	7	12%	14%
10	7%	8	2%	-22%
11	5%	0	8%	u
12	-17%	-12	-1%	-17%
13	1%	-19	-10%	-4%
14	-11%	-24	-7%	15%
15	x	x	x	4%
16	5%	-17	-3%	-17%
17	10µM*	u	u	1%
18	10%	30	11%	5%
19	8%	5	7%	15%
20	9%	12	8%	-2%
21	6%	13	9%	4%
22	-16%	25	11%	7%
23	0%	-4	0%	-4%
24	25%	39	-2%	u

Following part
#	SMILES	SW480 rereplic	IL-1B inflam inh	GLP-1R agonist	KB-3-1 cytotox	D3 ag
25	CC(C)(C)NC(=O)Cn1nnc(-c2ccccc2NC(=O)c2ccco2)n1	-5%	-11	-3%	7%	7
26	O=C(Nc1ccc(N2CCOCC2)cc1)C1CCN(C(=O)OCc2ccccc2)CC1	-9%	-12	13%	2%	5
27	O=C(CCCn1c(=O)[nH]c2ccsc2c1=O)N1CCN(Cc2ccc3c(c2)OCO3)CC1	1%	u	-4%	-3%	2
28	CCn1nc(NS(=O)(=O)c2ccc(NC(C)=O)cc2)c2cc3ccccc3nc21	14%	53	0%	-2%	-18
29	CSCC[C@H](NC(=O)C(C)(C)Oc1ccc(Cl)cc1)c1nc2ccccc2[nH]1	-3%	-5	5%	-8%	1
30	c1ccn2c(c1)nc1c2nc2ccccn21	8%	-10	9%	-2%	8
31	CCN(CC)S(=O)(=O)c1ccc(N(C)Cc2cccc(OC)c2OC)nc1	-7%	-26	11%	u	7
32	COc1ccc2[nH]c(CN3CCN(CC=C(C)C)C(CCO)C3)c(C)c2c1 (centres undefined)	-10%	-3	-1%	-7%	-8
33	COc1ccc2c(c1)C=C(CN1CCN(C3CCCC3)C(CCO)C1)CO2 (centres undefined)	-1%	-11	0%	-13%	-10
34	N#CCCN(CCC#N)c1nncs1	-5%	29	-3%	12%	-9
35	Cc1cc(C)c(-c2c(O)c3cccc4c3n(c2=O)CCC4)c(C)c1	-21%	21	-10%	6%	8
36	CCOC(=O)C1CCN(Cc2cc(=O)oc3c(C)c(C)ccc23)CC1	22%	11	11%	9%	14

#	HT1080 IDH1KD tx	DRD3 antagonist	HT1080-NT tox	KB-V1 MDR tox
25	-2%	8	3%	0%
26	-7%	-6	-19%	3%
27	10%	19	1%	20%
28	-8%	-26	-1%	23%
29	-8%	2	-1%	-1%
30	6%	2	10%	20%
31	-15%	5	-11%	6.5µM*
32	-4%	14	-8%	5%
33	-9%	-1	-23%	u
34	18%	15	11%	24%
35	18%	-14	7%	18%
36	-8%	-15	-9%	10%

Next part
#	SMILES	SW480 rereplic	IL-1B inflam inh	GLP-1R agonist	KB-3-1 cytotox	D3 ag
37	COC(=O)c1c(NC(NC(=O)C(C)C)C(Cl)(Cl)Cl)sc2c1CCC2 (centres undefined)	14%	20	-2%	-3%	1
38	COc1cc(NC(=O)CSc2nnc(NC(C)C)s2)cc(OC)c1OC	-2%	-3	21%	5%	2
39	CCOc1ccccc1-c1nc(-c2cccc(Br)c2)no1	-3%	36	1%	-12%	2
40	CCC/C=C(\CCC)C(NC(=O)OCC(C)C)c1ccc(C(=O)OC)cc1 (centres undefined)	4%[9.22 µM]	-4	0%	-3%	-13
41	Cc1noc(C)c1NC(=O)Nc1cccc2c1O[C@H](CN(C)S(=O)(=O)c1cn(C)cn1)[C@@H](C)CN([C@H](C)CO)C2=O	-4%	17	4%	0%	9
42	Clc1cccc(CNc2nc(-c3cccnc3)nc3ccccc23)c1	2%	-17	11%	-12%	-4
43	CCOC(=O)CSc1nc(C)c(C(=O)OCC)s1	-6%	17	14%	5%	0
44	N#CN1C2CCC1CC(O)(c1ccccc1)C2 (centres undefined)	x	13	-5%	0%	2
45	O=C(c1nc2nc(-c3ccccc3)cc(C(F)(F)F)n2n1)N1CCCCC1	-3%	-4	15%	10%	1
46	Cc1ccc(S(=O)(=O)N2CCOCC2)cc1NC(=O)COC(=O)c1ccc2c(c1)OCO2	-17%	-3	7%	20%	-5
47	COc1ccc(Cl)cc1N(CC(=O)N1CCCC1)S(C)(=O)=O	25%	33	-2%	17%	1
48	O=C1CCN(Cc2ccccc2)CCN1[C@H](CSc1ccccc1)c1ccccc1	-9%[9.22 µM]	3	2%	13%	-34
49	COc1ccc(/C=N/NC(=S)NC2CCS(=O)(=O)C2)cc1 (centres undefined)	-3%	-2	7%	-2%	24
50	Cc1cc(=O)oc2c(C)c(OCC(=O)NCCCN3CCOCC3)ccc12	-5%	8	-2%	-4%	6
51	CCC(=O)c1ccc(OCC(=O)Nc2nn3cnnc3s2)cc1	-8%[9.22 µM]	61	-9%	27%	-5

#	HT1080 IDH1KD tx	DRD3 antagonist	HT1080-NT tox	KB-V1 MDR tox
37	-26%	u	-22%	10%
38	-2%	4	-1%	6%
39	-12%	-6	-1%[9.24 µM]	0%
40	-12%	-15	-2%	-6%
41	5%	4	12%	0%
42	u	4	-30%	u
43	12%	22	19%	-4%
44	11%	59	u	6%
45	0%	21	2%	-12%
46	0%	3	18%	-6%
47	10%	30	2%	9%
48	0%	u	-1%	-13%
49	-7%	-4	1%	14%
50	0%	9	17%	-25%
51	-2%	u	-4%	4%
